High-throughput results deposited in PubChem BioAssay by several laboratories.
PPARg SRC-3 ag: agonists of human PPARgamma SRC-3 coactivator recruitment; biochemical PPARgamma/SRC-3 coactivator recruitment assay; AID 731; activation, % at 8 µM; 200,000 tested, 0.26% active; in the data active = activation above about 23%;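 note: 0% = DMSO and 100% = reference agonist; some compounds past the cut are filed as inactive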
Target sequence (P37231 whole entry, looked up): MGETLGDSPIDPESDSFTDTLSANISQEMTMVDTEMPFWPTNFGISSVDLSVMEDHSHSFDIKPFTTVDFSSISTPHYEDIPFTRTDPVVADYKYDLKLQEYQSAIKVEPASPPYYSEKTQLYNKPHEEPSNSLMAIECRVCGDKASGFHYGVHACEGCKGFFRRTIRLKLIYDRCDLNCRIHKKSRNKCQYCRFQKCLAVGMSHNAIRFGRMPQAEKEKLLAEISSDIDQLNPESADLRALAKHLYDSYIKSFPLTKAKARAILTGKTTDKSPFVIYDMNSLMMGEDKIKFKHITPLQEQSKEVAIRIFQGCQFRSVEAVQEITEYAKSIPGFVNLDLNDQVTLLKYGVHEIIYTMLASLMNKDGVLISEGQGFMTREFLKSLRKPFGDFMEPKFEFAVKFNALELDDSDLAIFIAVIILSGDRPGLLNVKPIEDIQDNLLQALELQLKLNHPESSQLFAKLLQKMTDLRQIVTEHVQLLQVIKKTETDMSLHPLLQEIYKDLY
PPARg SRC-2 ag: agonists of SRC-2 recruitment by human PPARgamma. PPARgamma LBD-SRC-2 recruitment, biochemical. activation, % at 8 µM. 200,000 tested, 0.34% active; in the data active = activation above about 22%;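 note: 0% = vehicle and 100% = reference agonist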
TNAP inh no acc: TNAP (human) inhibition, acceptor-free conditions; P05186; purified TNAP, CDP-star luminescence, 30 min; 200,000 tested, 0.26% active; inhibition, % at 20 µM;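 active = tissue-nonspecific alkaline phosphatase inhibition above about 50% at 20 µM in the single-dose screen, limit read from the data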;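 note: 0% = DMSO negative control and 100% = EDTA positive control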
Target sequence (P05186 whole entry, looked up): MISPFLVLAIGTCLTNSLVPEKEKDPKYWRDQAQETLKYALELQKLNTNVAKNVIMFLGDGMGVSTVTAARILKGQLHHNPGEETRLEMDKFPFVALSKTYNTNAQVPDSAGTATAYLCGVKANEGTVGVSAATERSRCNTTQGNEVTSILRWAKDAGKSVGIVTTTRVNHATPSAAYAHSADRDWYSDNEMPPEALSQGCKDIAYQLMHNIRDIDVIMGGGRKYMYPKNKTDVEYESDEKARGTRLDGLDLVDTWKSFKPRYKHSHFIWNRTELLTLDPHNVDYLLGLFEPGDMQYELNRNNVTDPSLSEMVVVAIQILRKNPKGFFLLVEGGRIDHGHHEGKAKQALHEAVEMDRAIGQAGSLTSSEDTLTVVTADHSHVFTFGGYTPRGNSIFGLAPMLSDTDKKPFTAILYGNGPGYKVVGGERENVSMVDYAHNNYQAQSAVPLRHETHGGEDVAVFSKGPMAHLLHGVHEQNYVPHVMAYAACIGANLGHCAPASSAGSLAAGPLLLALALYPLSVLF
TNAP inh hiacc: blocks human TNAP under high phosphate acceptor concentration; AID 1135; purified TNAP, CDP-star luminescence, 1 M DEA; 200,000 tested, 0.03% active; P05186; inhibition, % at 20 µM;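 active = over 50% inhibition of tissue-nonspecific alkaline phosphatase at 20 µM in the single-dose screen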;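 note: plate controls were DMSO wells for no effect and EDTA-quenched wells as full inhibition for full effect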
bIAP act: intestinal alkaline phosphatase (bovine) activation; purified bovine IAP, CDP-star luminescence, 30 min; stronger effect = higher value; fold of DMSO-control signal, blank-subtracted; activation factor at 20 µM; 200,000 tested, 0.17% active; AID 1016;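 active = activation factor of 2 or more at 20 µM, a signal rise over negative controls twice the positive control's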
PPARg SRC1 recr: promotes SRC-1 coactivator recruitment by human PPARgamma. P37231. PPARgamma-SRC-1 coactivator recruitment biochemical assay. activation, % at 8 µM. 200,000 tested, 0.41% active; in the data active = activation above about 19%;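 note: 0% = DMSO and 100% = reference agonist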
HMGR II inh: blocks class II HMG-CoA reductase of Enterococcus faecalis | inhibition, % at 10 µM | purified E. faecalis HMGR, NADPH absorbance 340 nm kinetic | 190,000 tested, 0.41% active;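 active = inhibition above a set limit, the median over all tested compounds plus 3 SD, cut at about 9.5% in these data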;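 note: enzyme runs in reverse so mevalonate oxidation gives rising NADPH absorbance; 0% = complete reaction with DMSO and 100% = background rate lacking mevalonate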
bIAP inh: blocks bovine intestinal alkaline phosphatase activity. purified bovine IAP, CDP-star luminescence, 30 min. inhibition, % at 20 µM. 190,000 tested, under 10 active. AID 1019;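 active = over 50% inhibition of intestinal alkaline phosphatase at 20 µM in the single-dose screen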
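Assay system – bovine IAP enzyme · Quantity – bovine IAP at 1/65,000,000 final dilution · Detection – CDP-star luminescence signal · Times – 30 min reaction at room temperature · Also added – CDP-star substrate at 30 µM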
TNAP act hiacc: increases human TNAP activity under high phosphate acceptor concentration. activation factor at 20 µM. 200,000 tested, under 10 active. purified TNAP, CDP-star luminescence, 1 M DEA, 30 min; stronger effect = higher value; 0 = EDTA background, 1 = DMSO-only activity;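 active = activation factor at least 2 at 20 µM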
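Measured by: Luminescent substrate turnover signal | Test system: Human TNAP | Input: TNAP 1/800 final | Dosing: 20 µM single point | Schedule: 30 min, room temperature | Controls: EDTA wells as negative control, DMSO wells as positive control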
TR-FRET SRC-2 ct: counter-screen for PPARgamma SRC-2 recruitment agonists: TR-FRET artefact | 200,000 tested, 0.4% active | TR-FRET ratio at 8 µM | stronger effect = higher value; in the data active = TR-FRET ratio above about 2000; note: inactives centre near 1500
The depositor's hits bear a star.

#	Structure	PPARg SRC-3 ag	PPARg SRC-2 ag	TNAP inh no acc	TNAP inh hiacc	bIAP act	PPARg SRC1 recr	HMGR II inh	bIAP inh	TNAP act hiacc	TR-FRET SRC-2 ct
1	COC(=O)C1C(c2ccccc2)C(C(=O)N2CCN(C)CC2)C1c1ccccc1 (centres undefined)	3.8	-1.6	-9.1	-1.5	1	3.9	-1.4	2.2	1	1704
2	CCCNC(=O)c1nc2ncc(Br)cn2n1	-0.4	6.0	-8.4	-4.1	0.9	5.0	0.3	6.3	1	1625
3	COc1ccc(Nc2nc(N)nc(CSC(=S)N3CCN(c4ccccc4)CC3)n2)cc1	-6.5	-5.7	-21.6	-1.3	0.9	-9.6	-4.3	6.5	1	1423
4	CCCCC1S/C(=N/N=C/c2ccc(OC)cc2)N(Cc2ccc(OC)cc2)C1=O (centres undefined)	7.8	4.8	-14.3	-7.3	0.9	0.9	-2.0	8.8	1.1	1621
5	O=C(C1CC2C=CC1C2)N1CCN(c2ccccc2)CC1 (centres undefined)	2.0	-6.3	-6.2	1.4	1	-6.5	-0.8	-2.3	1	1655
6	O=C1CNC(=O)/C(=C/c2ccco2)N1	1.4	12.4	-8.4	-2.2	1	5.3	-3.2	-4.2	1	1755
7	O=C1c2ccccc2C(=O)N1n1c(=O)[nH]c2ccccc2c1=O	2.9	5.2	-3.0	1.9	0.9	3.2	1.1	8.2	1	1602
8	Cc1c(NC(=O)C(C)OC(=O)COc2ccccc2)c(=O)n(-c2ccccc2)n1C (centres undefined)	-2.5	-9.0	3.9	-0.6	1	2.7	-3.7	3.1	1	1682
9	Cc1ccc2c(Cl)cc(Cl)c(OCC(=O)N(C(C)C)C(C)C)c2n1	1.8	2.9	-11.8	-5.9	1	5.7	-2.2	1.7	1.1	1779
10	N/C(=N\OC(=O)c1ccccc1Cl)c1cccnc1	-14.3	4.9	-4.5	-0.4	0.8	6.5	-4.2	19.5	1	1685
11	CCOC(=O)c1ccc(NC(=S)NCCCN2CCN(C3CCCCC3)CC2)cc1	-4.7	4.1	-14.6	-3.3	1.1	7.8	3.5	-10.8	1	1453
12	CCCC(=O)NC(Nc1ccc(S(=O)(=O)Nc2cc(C)on2)cc1)(C(=O)OCC)C(F)(F)F (centres undefined)	8.6	-2.7	-10.7	-3.7	1	2.0	-4.9	1.2	1	1531
13	Cc1ccc2c(c1)NC(=O)C(CC(=O)NCCCN1CCN(c3cc(Cl)ccc3C)CC1)O2 (centres undefined)	-0.4	-2.7	3.5	-0.4	1.1	0.0	5.6	-5.6	1	1591
14	Cc1ccc(CNC(=O)C2CCCN(S(=O)(=O)c3cnc[nH]3)C2)cc1 (centres undefined)	-4.1	-1.8	16.3	-3.2	1	1.1	-6.7	4.7	1	1529
15	COc1ccccc1NC(=S)NCC1CCCCC1	-0.1	-5.5	-2.4	-1.2	1.1	-3.0	1.4	-6.2	1	1429
16	O=C(Nc1ccc(S(=O)(=O)N2CCc3ccccc3C2)cc1)c1ccccc1	-3.5	4.0	-6.7	-5.8	0.9	6.6	-2.5	8.2	1.1	1557
17	OC1(c2ccc(OC(F)F)cc2)CSC(=Nc2cccnc2)N1Cc1ccco1 (centres undefined)	5.7	16.3	-10.3	-3.0	1.1	7.5	-0.9	-10.1	1	1549
18	COCCNC(=O)CN1C(=O)NC2(CCCCCC2)C1=O	-0.2	2.1	-4.2	-0.2	1.1	-0.8	0.2	-10.3	1	1766
19	Cc1cc(C=O)c(C)n1-c1cc(C(=O)O)cc(C(=O)O)c1	-0.3	7.8	-2.4	0.1	1	-0.6	-5.2	-3.9	1	1409
20	COc1ccc(NC(=O)CCSc2cc(C)c3ccccc3n2)cc1	-1.3	7.9	-9.4	-1.6	0.8	5.8	5.2	21.2	1	1323
21	COc1ccc(OC)c(C(=O)c2coc3ccc(O)c(CN4CCOCC4)c23)c1	-3.1	-1.4	2.5	1.2	1	-8.1	-7.0	3.1	1	1458
22	CCOC(=O)c1sc(N(C)C(C)=O)nc1C	-3.9	7.3	-8.3	-0.8	1	14.2	-4.7	0.8	1	1593
23	N#Cc1c(-c2ccc(Cl)cc2Cl)nc2n(c1=O)CCS2	2.9	2.5	-8.3	-0.3	1	-3.1	0.6	-3.3	1	1402
24	CCOc1cc2c(cc1C(C)(C)C)NC(=O)CS2	0.1	3.8	-9.3	-4.1	0.9	3.6	-6.3	9.2	1	1455
25	C=CCOc1c2ccc(C(=O)NCc3ccc(OC)cc3)cc2nn1C	-11.9	-5.7	-7.4	-4.3	1	-3.3	-4.5	-0.1	1	1548

A different layout for part of the listing above.
7: O=C1c2ccccc2C(=O)N1n1c(=O)[nH]c2ccccc2c1=O
  PPARg SRC-3 ag = 2.9; PPARg SRC-2 ag = 5.2; TNAP inh no acc = -3.0; TNAP inh hiacc = 1.9; bIAP act = 0.9; PPARg SRC1 recr = 3.2; HMGR II inh = 1.1; bIAP inh = 8.2; TNAP act hiacc = 1; TR-FRET SRC-2 ct = 1602
8: Cc1c(NC(=O)C(C)OC(=O)COc2ccccc2)c(=O)n(-c2ccccc2)n1C (centres undefined)
  PPARg SRC-3 ag = -2.5; PPARg SRC-2 ag = -9.0; TNAP inh no acc = 3.9; TNAP inh hiacc = -0.6; bIAP act = 1; PPARg SRC1 recr = 2.7; HMGR II inh = -3.7; bIAP inh = 3.1; TNAP act hiacc = 1; TR-FRET SRC-2 ct = 1682
9: Cc1ccc2c(Cl)cc(Cl)c(OCC(=O)N(C(C)C)C(C)C)c2n1
  PPARg SRC-3 ag = 1.8; PPARg SRC-2 ag = 2.9; TNAP inh no acc = -11.8; TNAP inh hiacc = -5.9; bIAP act = 1; PPARg SRC1 recr = 5.7; HMGR II inh = -2.2; bIAP inh = 1.7; TNAP act hiacc = 1.1; TR-FRET SRC-2 ct = 1779
10: N/C(=N\OC(=O)c1ccccc1Cl)c1cccnc1
  PPARg SRC-3 ag = -14.3; PPARg SRC-2 ag = 4.9; TNAP inh no acc = -4.5; TNAP inh hiacc = -0.4; bIAP act = 0.8; PPARg SRC1 recr = 6.5; HMGR II inh = -4.2; bIAP inh = 19.5; TNAP act hiacc = 1; TR-FRET SRC-2 ct = 1685

(list continues)
#	Structure	PPARg SRC-3 ag	PPARg SRC-2 ag	TNAP inh no acc	TNAP inh hiacc	bIAP act	PPARg SRC1 recr	HMGR II inh	bIAP inh	TNAP act hiacc	TR-FRET SRC-2 ct
26	CN(C)c1ccc(C2OC(=O)C3(CCCC3)C(=O)C2(C)C)cc1 (centres undefined)	-4.0	-0.8	-10.0	-6.1	1	-8.0	0.2	4.2	1.1	1385
27	Cc1ccc(NC(=O)c2cccc(S(C)(=O)=O)c2)cc1	-5.4	-6.3	-11.2	-5.5	0.9	-6.8	-5.2	10.9	1.1	1631
28	COc1cc2[nH]c(=O)n(CCC(=O)N3CCc4ccccc4C3)c(=O)c2cc1OC	1.1	2.6	1.2	-3.2	0.9	0.3	-4.8	5.7	1	1510
29	CCN(CC)C(=O)CN(C#N)c1nc(OC)nc(N(C)C)n1	5.1	-5.5	8.9	-2.0	1	-7.2	3.6	2.8	1	1356
30	C/C(=N\NC(=O)c1ccc(=O)[nH]n1)c1cccnc1	2.3	-6.3	-23.5	2.2	1	3.3	-2.4	-3.2	1	1616
31	Cn1c(COc2ccccc2)nnc1SCc1cc(=O)[nH]c2ccccc12	3.4	-6.1	6.0	-2.3	1	-2.7	-1.4	0.4	1	1496
32	COCCCNC(=O)c1ccc(Cn2c(=O)c3ccccc3n(CC(=O)NCCc3ccc(OC)c(OC)c3)c2=O)cc1	-1.4	-10.6	-15.5	-2.2	1.5	1.7	-1.6	-45.2	1	1404
33	O=C(OCn1nnc2ccccc2c1=O)c1ccc(S(=O)(=O)N2CCOCC2)cc1	3.7	0.2	-8.7	-2.7	1	-0.7	3.1	4.4	1	1513
34	COC(=O)C1=C(C)N=C2SC(C#N)=C(N)N2C1c1ccc(OCc2ccccc2)cc1 (centres undefined)	15.2	11.3	-10.5	-2.4	0.9	3.6	-6.1	11.5	1	1540
35	CCN(CC)c1ccc(NC(=O)c2cccc(F)c2)c(C)c1	5.3	3.1	-11.3	-4.2	0.9	7.3	-2.2	5.8	1	1615
36	O=C(NCc1ccc2c(c1)OCO2)c1cccc(F)c1	9.3	11.1	-5.3	0.0	0.8	6.2	-5.0	24.6	1	1729
37	COc1ccc(-c2nnc(SC3CCOC3=O)n2C2CCCCC2)cc1OC (centres undefined)	6.6	1.1	-5.6	-4.8	1	-0.9	-2.1	2.2	1	1419
38	CCCOc1ccc(N2C(=O)CC(N(CCc3ccc(OC)cc3)C(=O)/C=C/C(=O)O)C2=O)cc1 (centres undefined)	-2.2	-7.6	-5.5	-1.6	0.9	-7.0	-1.9	6.5	1	1288
39	CCOc1ccc(N2CC(C(=O)Nc3ncccc3C)CC2=O)cc1 (centres undefined)	-13.2	-3.4	11.0	-4.6	1	5.5	-1.7	3.4	1	1399
40	C=CCn1c(Cc2cccs2)nnc1SCC(=O)Nc1cccc(OC)c1	10.5	0.9	-9.6	-2.3	0.8	0.7	-3.4	15.2	1	1437
41	COC(=O)c1ccccc1-c1ccc(C=O)o1	7.6	-0.7	-2.7	-1.0	0.9	5.5	-3.5	7.1	1	1553
42	CSc1nc(C(=O)N2CCc3c([nH]c4ccccc34)C2c2ccccn2)cs1 (centres undefined)	-0.2	5.2	-7.4	-8.6	1	1.1	-3.2	-0.3	1.1	1725
43	O=S1(=O)N=C(Nc2ccc(N3CCOCC3)c(Cl)c2)c2ccccc21	8.0	8.4	-2.9	-0.3	1.2	0.8	6.4	-23.0	1	1753
44	COC(=O)c1ccc(CC(=O)c2nc3ccccc3s2)cc1	-3.2	-6.7	-69.5	5.3	0.9	9.8	-0.1	12.9	0.9	1684
45	COc1cc(/C=C2\C(=O)NN(c3ccc(C)cc3)C2=O)cc([N+](=O)[O-])c1O	-0.3	-6.8	27.7	27.5	0.8	6.4	-4.1	21.1	0.7	1623
46	O=C(OC(C(=O)Nc1ccc([N+](=O)[O-])cc1Br)c1ccccc1)c1ccccc1 (centres undefined)	-4.6	1.1	-13.7	-4.9	0.9	4.3	-3.0	13.8	1	1385
47	COc1ccc(CCNS(=O)(=O)c2ccc(S(=O)(=O)N3CCCC3)cc2)cc1OC	8.3	-5.1	-4.6	-0.3	1	4.7	2.2	2.3	1	1516
48	Cc1ccc(C(=O)C(c2ccccc2)N2Cc3ccccc3C2=N)cc1 (centres undefined)	1.6	4.1	-8.2	-4.7	1	-7.9	-0.6	2.1	1	1515
49	Cc1ccc(CN2CCN(/N=C/C=C/c3ccccc3[N+](=O)[O-])CC2)cc1	-2.1	-1.2	-9.0	-1.0	1.4	-1.0	3.1	-35.9	1	1450
50	COc1ccc(N2C(=O)CC(N3CCCCC3)C2=O)cc1 (centres undefined)	1.0	-1.9	-6.8	-2.8	1.1	7.5	-0.5	-13.1	1	1538
51	Cc1nc(-c2ccc3c(c2)OCO3)cs1	5.1	-2.6	-11.3	-4.5	1	2.2	-3.8	2.9	1	1591
52	O=C(CNc1ccccc1)N/N=C/c1c[nH]c2ccccc12	3.3	3.1	-27.9	-2.0	0.9	-7.2	-1.2	7.4	1	1561
53	COc1cccc(-n2c(Cc3cc(=O)[nH]c(=O)[nH]3)nnc2SC(C)C)c1	10.4	2.0	5.4	-6.9	1	4.6	-1.4	2.2	1.1	1677
